Compound activity (PubChem)
ATXN viability – Viability Counterscreen for Primary qHTS for Inhibitors of ATXN expression; S2 cells (HEK-293 line with an ATXN2-luciferase reporter) viability, CellTiter-Fluor protease fluorescence, 24 h; actives 0.49% (n = 400,000); Potency, µM (top dose mostly 56.7 µM), hits mostly cytotoxic; AID 651635, 2014; further: potency means the concentration at half of the fitted maximal effect; nearly all actives have a fitted effect of over 40% in size
HepG2 tox – qHTS for Inhibitors of TGF-b: Cytotox Counterscreen. HepG2 CAGA-GFP viability, ATP luminescence, 18 h. AID 588856, 2011. Potency, µM (highest dose often 46.1 µM), without a hit: at the highest dose activity change, negative = cytotoxicity, actives largely listed as cytotoxic. actives 0.76% (n = 410,000); further: potency means the concentration at half of the fitted maximal effect; some results filed as inactive show a strong effect at the top dose
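CellTiter-Glo luminescence gave cytotoxicity after 18 hours at 37 degrees C. The cells were HepG2 CAGA-GFP in 1% FBS DMEM, stimulated with 500 pg/mL TGF-beta after compound addition. %Activity was normalised to no-cell wells (complete cell-killing) and DMSO (no toxicity), and curves were fitted and classified.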
Mm-Cpn inhibitor – Inhibitors of TCP-1 ring complex (TRiC) of Methanococcus maripaludis (MmCpn): qHTS | Chaperonin Mm-Cpn (Methanococcus maripaludis) | purified Mm-Cpn ATPase, ADP Transcreener TR-FRET | Potency, µM (series often up to 76.9 µM), for the others: top-dose activity, negative = inhibition, actives largely listed as inhibitors | actives 0.031% (n = 330,000) | AID 504842, 2011; further: potency means the concentration at half of the fitted maximal effect; on the % scale 0 is the no-effect control and ±100 the full control effect; nearly all actives have a fitted effect of over 80% in size
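25 nM Mm-CPN + cpd, 10 min 37°C; + 10 uM ATP, 30 min 37°C; buffer 30 mM Tris pH 7.4, 100 mM KCl, 5 mM MgCl2, 1 mM DTT; Transcreener ADP HTRF detection 30 min RT.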
pAkt inh – HTS Assay for Inhibitors of Akt Phophorylation: Primary Screen. Neuro2A IGF-stimulated pAkt S473 HTRF, 20 min; stronger effect = lower value. activity change, % for hits at 50 µM. actives 0.32% (n = 360,000); in the data active means activity change below about -80%; inconclusive means mostly about -51% to -80%; further: on the % scale 0 is the no-effect control and ±100 the full control effect
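Neuro2A cells (4,500/well, DMEM with 0.5% FBS) were treated with compound at a single 50 µM final concentration, stimulated with 6 nM IGF for 20 min at 37 °C, and lysed. Phospho-Akt Ser473 was read by HTRF as 665/615 ratio ×10^4.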
Nrf2 ARE act – qHTS of Nrf2 Activators; actives 0.31% (n = 410,000); Potency, µM (highest dose often 46.1 µM), inactives show at the top dose activation, hits mostly activators; AREc32 ARE-luciferase reporter (MCF7-derived line), luminescence, 24 h; further: potency means the concentration at half of the fitted maximal effect; % of control where 0% means no effect; nearly all actives have a fitted effect of over 65% in size
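AREc32 cells carrying an ARE-driven firefly luciferase, 1000 cells/well in OPTI-MEM with 5% FBS, dosed after overnight attachment and incubated 24 hr at 37 deg C. Steady-Glo luminescence read after 30 min at RT.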
Nrf2 block – Nrf2 qHTS screen for inhibitors. A549 ARE-Fluc reporter, luciferase luminescence, 18-24 h. Potency, µM (highest dose often 46 µM), inactives show top-dose activity change, negative = inhibition, most hits filed as inhibitors. actives 2.1% (n = 360,000). AID 504444, 2011; further: potency means the concentration at half of the fitted maximal effect; on the % scale 0 is the no-effect control and ±100 the full control effect; nearly all actives have a fitted effect of over 60% in size
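In this cell-based qHTS, ARE-driven firefly luciferase in A549 cells reports Nrf2 activity; the luminescent signal after BugLite lysis is the measured value, with a prior CellTiter-Fluor read for cell health.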
TGFb SMAD3 inh – qHTS for Inhibitors of TGF-b; Potency, µM (titrated, usually from 46.1 µM), inactives show top-dose activity, negative = inhibition, usual class: inhibitors; AID 588855, 2011; HepG2 CAGA-GFP TGF-b/SMAD3 reporter, GFP fluorescence, 18 h; TGF-beta stimulated, 500 pg/mL final; actives 1.2% (n = 410,000); further: potency means the concentration at half of the fitted maximal effect; on the % scale 0 is the no-effect control and ±100 the full control effect; nearly all actives have a fitted effect of over 65% in size
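TGF-beta reporter screen: HEPG2 CAGA-GFP, 1% FBS, 500 pg/mL TGF-beta final, 18 h; per-cell GFP summed per well; curves fitted and categorized by class.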
CCT chaperon mod – High-Throughput Screening for Modulators of Cytosolic Chaperonin Activity; activity change, % (concentration not given with the values), hits read low; purified chaperonin ATPase assay, HTRF ADP detection, 30 min; actives 0.3% (n = 360,000); in the data active means activity change below about -30%; further: on the % scale 0 is the no-effect control and ±100 the full control effect
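Nucleotide hydrolysis assay: TRiC at 20–40 nM final (set by batch activity) with 10 uM ATP, 30 min at 37 °C, in presence of 76 uM compound. Detection by competitive ADP HTRF, 30 min ambient.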
A549 tox – Nrf2 qHTS screen for inhibitors: counterscreen for cytotoxicity | A549 ARE-Fluc cells, CellTiter-Fluor viability, 18-24 h | Potency, µM (doses to about 46 µM), without a hit: at the top dose activity change, negative = cytotoxicity, most hits filed as inhibitors | actives 0.16% (n = 390,000) | AID 504648, 2011; further: potency means the concentration at half of the fitted maximal effect; on the % scale 0 is the no-effect control and ±100 the full control effect
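A549 ARE-Fluc cells in 5% FBS OPTI-MEM, 5000 cells/well, rested 2 h then exposed to compounds in concentration-response for 18-24 h at 37 °C. Viability by CellTiter-Fluor fluorescence (Ex 405/Em 525) after 30 min; luciferase luminescence (BugLite, 15 min, RT) read afterwards.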
The depositor's hits bear a star; i = inactive; ? = inconclusive; . = no result given. Unless noted, the call rests on the fitted dose curve; in most records, active means well fitted curve in the direction sought with a large enough effect; inconclusive means small, poorly fitted or top-dose-only effect, or another doubt; inactive means no such curve, though single readings can be large; an effect the other way counts as inactive or inconclusive.

structure | ATXN viability | HepG2 tox | Mm-Cpn inhibitor | pAkt inh | Nrf2 ARE act | Nrf2 block | TGFb SMAD3 inh | CCT chaperon mod | A549 tox
Cc1cccc2sc(NC(=O)c3ccc(Cl)s3)nc12 | i | -6% | -9% | i | 7.1µM* | 20% | ? | -0.3 | 7%
Cc1ccc(OCC(=O)Nc2ccc(S(=O)(=O)Nc3ccccn3)cc2)c(C)c1 | i | 1% | 1% | i | 0.5% | -31% | 3% | -2.7 | 0%
Cc1nn(CCc2n[nH]c(=S)n2C)c(C)c1Br | i | -63% | 2% | i | -0.1% | 3% | 12% | -1.3 | -10%
CCN(CC)S(=O)(=O)c1cccc(-c2n[nH]c(=S)n2Cc2ccccc2)c1 | ? | -19% | -4% | i | -0.5% | -24% | -12% | -0.6 | 0%
N=c1c(C(=O)NC2CCCCC2)cc2c(=O)n3ccccc3nc2n1CC1CCCO1 (stereo not drawn) | . | -4% | 2% | i | 6.4% | 5% | -16% | -0.9 | ?
O=C(Nc1nc2ccccc2[nH]1)c1cccc(Cl)c1 | ? | -17% | -2% | i | 5µM* | ? | -1% | -1.9 | 10%
COc1cccc(CN(C)Cc2cc(=O)oc3cc(O)c(Cl)cc23)c1 | . | -9% | -1% | i | 0.0% | -1% | -12% | 0.5 | 1%
C=CCn1c(COc2ccccc2F)nnc1SCC(=O)Nc1cc2oc3ccccc3c2cc1OC | i | -9% | 2% | i | 4.3% | ? | ? | -4.0 | ?
N#Cc1cc2c(ccc3ccccc32)oc1=O | i | -12% | -15% | i | 3.2% | 3% | -5% | -2.3 | -1%
COc1cc(Cl)ccc1OCc1cc(C(=O)N(C)CC2CCCCO2)no1 (stereo not drawn) | i | -24% | 1% | i | 2.3% | ? | -19% | -1.7 | 1%
CCc1ccc(NC(=O)N(CCCN2CCOCC2)C(C)c2cc3cccc(OC)c3o2)cc1 (stereo not drawn) | ? | 0% | ? | i | -0.3% | 2% | 0% | 2.2 | ?
Cc1ccc(S(=O)(=O)NCC(=O)OCC(=O)Nc2ccc(C)c(S(=O)(=O)N3CCOCC3)c2)cc1 | i | -3% | 1% | i | -0.7% | 3% | 1% | -0.2 | 0%
O=C(NCCc1csc(-c2ccc(F)cc2)n1)c1ccco1 | i | -16% | . | . | 4.6% | . | -20% | . | 9%
COC(=O)c1ccc2[nH]cc(CCO)c2c1 | i | 3% | 0% | i | 0.9% | 5% | 5% | -0.5 | 9%
O=C(CSc1nnc(-c2ccco2)o1)NC(=O)Cc1ccccc1 | i | -15% | -1% | i | -0.4% | -2% | 0% | -1.8 | 1%
COc1ccc(NC(=O)N2CCCC(c3nc(-c4ccc(OC)cc4)no3)C2)cc1 (stereo not drawn) | ? | -4% | -2% | i | 2.7% | ? | -9% | -3.4 | -23%
Cc1ccc(C(=O)NC2CCCCCC2)o1 | ? | 4% | -1% | -140%* | 0.0% | ? | 2% | -0.1 | -3%
Cc1ccc(CNC(=O)CNC(=S)N(Cc2ccccc2)Cc2ccccc2F)cc1 | ? | -35% | 1% | i | 0.3% | ? | ? | 0.8 | -8%
Cc1cc(C)c(C(=O)Cn2cnc3cc([N+](=O)[O-])ccc3c2=O)cc1C | i | 12% | -1% | i | 0.7% | -23% | -15% | -7.9 | -8%
COc1ccc(C(=O)N2CCN(C(=O)COc3ccc(C)cc3)CC2)cc1OC | . | -4% | . | . | 4.0% | -2% | -6% | . | -1%
O=c1[nH]cc(F)c(=O)n1C1OC(CO)C(O)C1O (stereo not drawn) | i | . | . | i | -0.5% | . | . | -0.3 | .
COc1cc(OC)c(NC(=O)c2cccc(F)c2)cc1Cl | i | 15% | 0% | i | 11% | 18% | 21% | 1.1 | 1%
O=C(/C=C1\C(=O)Nc2ccccc21)/C=C1\C(=O)Nc2ccccc21 | ? | -35% | -1% | i | ? | -19% | ? | -1.0 | -11%
Cc1ccc2[nH]c(=O)c(C3C(C#N)=C(N)Oc4c3ccc3cccnc43)cc2c1 (stereo not drawn) | . | -110% | 0% | i | 0.0% | ? | 10µM* | -3.9 | -18%
CS(=O)(=O)N(CC(=O)O)c1ccc(Oc2ccccc2)cc1 | i | 0% | 0% | i | -0.1% | 8% | -8% | -0.2 | -9%
O=C(Nc1ccccc1Cl)c1ccc(=O)[nH]n1 | i | -49% | 0% | i | 5.9% | 13% | -6% | 1.0 | 0%
CC(=O)Nc1ccc(OCC(O)Cn2c(C)nc3ccccc32)cc1 (stereo not drawn) | i | -3% | 2% | i | -0.5% | -16% | 0% | -1.6 | 5%
Cc1ccc(S(=O)(=O)N2CCCCC2)cc1NC(=O)COC(=O)c1ccc(=O)[nH]c1 | i | -3% | -29% | i | -0.8% | 2% | 1% | 1.0 | 1%
CC(C)C(NC(=O)c1c(F)cccc1F)C(=O)NCc1ccncc1 (stereo not drawn) | i | 2% | -4% | i | -0.8% | -11% | 2% | -2.7 | -11%
CCN(CC(=O)Nc1ccc2c(c1)CCC2)Cc1nc2ccccc2c(=O)[nH]1 | i | -33% | 1% | i | 4.8% | 22% | 12% | 1.0 | -10%

Some of these compounds in order of their number in TGFb SMAD3 inh, lowest first.
| structure | Mm-Cpn inhibitor | pAkt inh | Nrf2 ARE act | Nrf2 block | TGFb SMAD3 inh | CCT chaperon mod |
| --- | --- | --- | --- | --- | --- | --- |
| N=c1c(C(=O)NC2CCCCC2)cc2c(=O)n3ccccc3nc2n1CC1CCCO1 (stereo not drawn) | 2% | i | 6.4% | 5% | -16% | -0.9 |
| CC(=O)Nc1ccc(OCC(O)Cn2c(C)nc3ccccc32)cc1 (stereo not drawn) | 2% | i | -0.5% | -16% | 0% | -1.6 |
| COc1cc(OC)c(NC(=O)c2cccc(F)c2)cc1Cl | 0% | i | 11% | 18% | 21% | 1.1 |

Only CCT chaperon mod, for 2 of the compounds above:
SMILES | CCT chaperon mod
C=CCn1c(COc2ccccc2F)nnc1SCC(=O)Nc1cc2oc3ccccc3c2cc1OC | -4.0
N#Cc1cc2c(ccc3ccccc32)oc1=O | -2.3

(cont.)
structure | ATXN viability | HepG2 tox | Mm-Cpn inhibitor | pAkt inh | Nrf2 ARE act | Nrf2 block | TGFb SMAD3 inh | CCT chaperon mod | A549 tox
COc1ccc(NC(=O)CCn2c(=S)[nH]c3ccccc3c2=O)cc1OC | i | 12% | 1% | i | -0.7% | 12% | 11% | 0.7 | 9%
Cc1nc(NCC2CCCO2)nc2c1C(=O)CC(C)(C)C2 (stereo not drawn) | i | -9% | -1% | i | -0.5% | -2% | -5% | -1.0 | -1%
Cc1ccc(O)c(NC(=O)CCSc2nc(-c3ccco3)cc(C(F)(F)F)n2)c1 | ? | -64% | . | . | -1.3% | 5% | ? | . | -2%
O=C(c1ccccc1)c1cccc[n+]1[O-] | i | 3% | -4% | i | -0.1% | ? | -10% | -0.1 | ?
Cc1ccc(SCC(=O)Nc2cccc(S(=O)(=O)N3CCOCC3)c2)cc1C | i | 2% | 2% | i | -0.2% | -12% | -5% | 2.8 | 12%
CCC1=NN(C(=O)Cc2ccc(OC)cc2)C(O)(C(F)(F)F)C1 (stereo not drawn) | i | -6% | -1% | i | -0.2% | -11% | -1% | -0.4 | ?
COc1ccc(C)cc1S(=O)(=O)Nc1ccc2c(c1)OCCO2 | i | -22% | 0% | i | 0.5% | -3% | -17% | -1.2 | -5%
CCN(CC)S(=O)(=O)c1ccc(Cl)c(NC(=O)COC(=O)C2CCCCC2)c1 | i | 1% | 0% | i | 0.0% | 4% | 7% | -5.3 | 1%
CC1CC(C)CN(S(=O)(=O)c2ccc3c(c2)CCN3C(=O)CCC(=O)O)C1 (stereo not drawn) | i | -3% | 0% | i | -0.4% | 2% | 5% | -1.4 | 1%
COc1ccc(CNc2nc(SCc3cc(=O)n4cc(Cl)ccc4n3)nc3ccccc23)cc1 | i | -4% | 3% | i | -0.1% | -17% | -1% | -4.5 | 10%
O=C(COc1ccc2c(c1)OCO2)NCc1cccs1 | ? | -12% | -5% | i | 2.9% | 14% | ? | -9.8 | 5%
O=C(O)CCC(=O)N1CCc2c([nH]c3ccccc23)C1C(F)(F)F (stereo not drawn) | i | 0% | -2% | i | 0.1% | -9% | 0% | -2.5 | 0%
O=C(COC(=O)COc1ccccc1)Nc1ccccc1OC(F)F | i | 1% | 0% | i | -0.9% | -1% | 10% | -2.6 | -9%
O=C(Nc1cc(Cl)ccc1Cl)c1cc(S(=O)(=O)N2CCc3ccccc3C2)ccc1F | i | 4% | . | . | -1.0% | . | 4% | . | -8%
N=c1sccn1CC(=O)Nc1cc(S(=O)(=O)N2CCCC2)ccc1Cl | i | 7% | -1% | i | 0.1% | -4% | ? | 2.3 | 1%
Cc1cc(C)nc(SC2CCCCC2O)n1 (stereo not drawn) | i | 7% | 0% | i | -0.2% | 7% | 3% | 0.5 | 3%
CCOC(=O)c1[nH]c2cc3c(cc2c1NC(=O)CN1CCC(C)CC1)OCO3 | ? | -23% | -3% | i | -0.6% | ? | ? | -2.6 | -1%
COCCN(C(=O)COC(=O)Cc1cccc(OC)c1)c1c(N)n(CC(C)C)c(=O)[nH]c1=O | i | -5% | 1% | i | 1.7% | -24% | 9% | 0.7 | 0%
N/C(CSc1ccc(Cl)cc1)=N\NC(=O)c1ccncc1 | i | 10% | 3% | i | -0.9% | ? | 3% | -0.2 | -2%
CCOC(=O)CSc1nc2c([nH]c3ccccc32)c(=O)n1-c1ccc(OC)cc1 | . | -22% | . | . | 2.4% | . | -1% | . | 0%
